# Source: PubChem BioAssay
# Rat MKP-3 inhibitors: MKP-3 phosphatase inhibitors, primary screen, biochemical, rat enzyme, in vitro (AID 425) | recombinant MKP-3 phosphatase activity, fluorescence; higher % means a stronger effect | inhibition, % at 20 µM; hits with a dose series show IC50 in µM | 0.17% of 110,000 active; in the data active = inhibition above about 50%;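 also: plate controls were vehicle for no effect and reference inhibitor for full effect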
# Hsp70 displacement: small molecules displacing fluorescent ligand from Hsp70 – biochemical, fluorescence polarization, primary screen (AID 583) | Hsp70 fluorescence polarization probe displacement, mP; higher % means a stronger effect | displacement, % at 20 µM, or IC50 in µM where a hit was titrated | 0.06% of 140,000 active; in the data active = displacement above about 50%;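 also: plate controls were vehicle for no effect and reference ligand for full effect; a part of the inactive calls stands beside numbers as strong as those of hits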
# Active calls of the source: *; nt = no result given; & = joins results of further samples. These rows are one share of the data; the hit share may differ from the screen's.
SMILES,Rat MKP-3 inhibitors,Hsp70 displacement
COC(=O)CSc1nc(N)c(C#N)c(-c2ccc(O)cc2)c1C#N,0%,0.3%
C/C(=N\OCC(=O)N/N=C/c1ccccc1)c1cccs1,nt,-4.8%
CCN(CC)CCSc1nc(O)c(-c2ccccc2)c(=O)[nH]1,-13%&2%,-1.0%&-0.9%
COCCCn1cnc2c(c1=O)c1nc3ccccc3nc1n2-c1ccc(C)cc1,-16%,-1.1%
C=CCn1c(SCc2nc3ccccc3[nH]2)nnc1-c1cccc(OC)c1,nt,-1.8%
Cc1ccc(CNS(=O)(=O)c2ccc(C(C)(C)C)cc2)n1C,-2%,0.3%
Cn1c(=O)[nH]c(=O)c2c1nc(Br)n2Cc1ccccc1Cl,-16%,-0.4%
COc1cccc(/C=C2\SC(=S)N(Cc3ccccc3)C2=O)c1O,-1%,-1.5%
C=CCN(C(=O)CCC(=O)O)C1CC(=O)N(c2ccc(OCCC)cc2)C1=O (configuration not stated),-6%,2.7%
Cc1c(O)ccc2c3c(c(=O)oc12)CCC(C)C3 (configuration not stated),2%,-46%
CCOc1ccc(C)cc1S(=O)(=O)n1ccnc1,-9%,1.4%
COc1ccc(-c2cc(-c3ccc(OC)c(OC)c3)n[nH]2)c(O)c1,3%,1.1%&3.0%
N#Cc1c(-c2ccc(Br)cc2)cc(-c2ccco2)c(C#N)c1N,16%,-38%
CCOc1ccc(/C=C/C(=O)c2ccc(Br)cc2)cc1,1%,7.3%
Cc1ccccc1NC(=O)CN1C(=O)NC2(CCCCC2)C1=O,nt,1.0%
Fc1ccccc1N1CCN(c2ncnc3[nH]ncc23)CC1,-14%,0.5%
CCOC(=O)c1ccc(S(=O)(=O)Nc2ccc3cn[nH]c3c2)cc1,nt,-6.8%
CCS(=O)(=O)N1CCC(C(=O)c2ccc(Cl)cc2)CC1,nt,-2.4%
O=C1/C(=C/C=C/c2ccccc2)SC(=S)N1C1CCS(=O)(=O)C1 (configuration not stated),0%,4.2%
Cn1cnc2c1c(=O)n(Cc1ccccc1F)c(=O)n2C,-1%,4.8%
O=c1cnn(Cc2ccccc2)c(=O)n1Cc1ccccc1,1%,-8.0%
COc1ccc(CCn2c(=O)[nH]c3cc(C(=O)NCCN4CCOCC4)ccc3c2=O)cc1OC,nt,4.3%
COc1cc(C=Nc2ccc(C)cc2C)ccc1O,1%,-3.7%
CC(C)Cc1nnc(NC(=O)CC(=O)Nc2ccccc2C(=O)O)s1,nt,3.7%
Cc1cccc(-n2c(C)cc(/C=N/NC(=O)c3cccnc3)c2C)c1,2%,0.2%
CCOC(=O)c1cc(-c2ccccc2)sc1NC(=O)CSc1nnnn1C,0%,4.5%
O=C1c2ccccc2C(O)N1Cc1ccccc1Cl (configuration not stated),-2%,nt
CC(C)NC(=O)c1ccc(I)cc1,5%,-6.0%
Cc1cc(C)c2oc(-c3ccc(NS(=O)(=O)c4ccccc4)cc3)nc2c1,4%,0.7%
Cc1cc(-c2csc(N)n2)c(C)n1C,nt,2.8%
O=C(CSCc1n[nH]c(=O)[nH]1)NCCOc1cccc(Oc2ccccc2)c1,-13%,3.7%
CCOC(=O)N1CCC(N(CCOC)C(=O)Nc2ccc(Cl)c(Cl)c2)CC1,-1%,1.1%
Cc1cc2nnc(SC(C)C#N)n2c2ccccc12 (configuration not stated),5%,-4.2%
COc1ccc2nc(N3CCCC3)[nH]c2c1,-1%,7.3%
CN1C(=O)/C(=C2\SC(=S)N(C3CCCCC3)C2=O)c2ccccc21,3%,-3.0%
CCOC(=O)c1cccc(NC(=O)CSc2nnc(COc3ccccc3)n2CC)c1,-11%,-3.8%
COc1ccc(N2CCN(c3nc(=S)n(-c4ccccc4)c(C)c3C(C)=O)CC2)cc1,-2%,0.1%
Cc1cc2c(cc1C)NC(=O)CC(C(F)(F)C(F)(F)C(F)(F)F)=N2,nt,9.7%
CCN(CC)C(=O)C1CCCN(C(=O)Nc2ccccc2)C1 (configuration not stated),nt,2.0%
COc1ccc(C)cc1NC(=O)c1ccc(N(C)S(C)(=O)=O)cc1,4%,-4.4%

# 3 entries out of the list above, ordered by the number in Hsp70 displacement, highest first:
SMILES,Rat MKP-3 inhibitors,Hsp70 displacement
CCOC(=O)N1CCC(N(CCOC)C(=O)Nc2ccc(Cl)c(Cl)c2)CC1,-1%,1.1%
Cc1cc(C)c2oc(-c3ccc(NS(=O)(=O)c4ccccc4)cc3)nc2c1,4%,0.7%
CCOC(=O)c1cccc(NC(=O)CSc2nnc(COc3ccccc3)n2CC)c1,-11%,-3.8%

# Following part
SMILES,Rat MKP-3 inhibitors,Hsp70 displacement
Cc1cc(C)nc(SCC(=O)Nc2cc(C)on2)n1,-12%,0.5%
O=C(Nc1cccc(NC(=O)c2cccc(Cl)c2)c1)c1ccc([N+](=O)[O-])cc1,0%,3.9%
Cc1cccc(N2CC(=O)N/C2=N\c2nc(C)cc(C)n2)c1,2%,-5.8%
O=C(Nc1ccc(N2CCOCC2)cc1)c1ccc(-c2cccc(Cl)c2)o1,-1%,0.6%
Cc1ccc(NC(=O)C(=O)NCc2ccccc2Cl)c(C)c1,2%,-3.0%
CCOC(=O)Cc1csc(NC(=O)c2ccc(N3CCOCC3)c([N+](=O)[O-])c2)n1,1%,-5.2%
C/C(=C\C(=O)c1cccnc1)Nc1ccc(C(=O)O)cc1,nt,-6.0%
CCOc1cc(NC(=O)C2CC2)c(OCC)cc1NC(=O)c1cccnc1,-1%,0.7%
O=C(Nc1ccc(N2CCCC2=O)cc1)c1cccc(F)c1,3%,7.6%
COc1ccc2c(c1)-c1c(ssc1=S)C(C)(C)N2C(=O)CSc1nc(C)cc(C)n1,-2%,-2.6%
Cc1cc2oc(=O)cc(CN3CCc4ccccc43)c2cc1Cl,-7%,-2.0%
CCOC(=O)C1C(=O)Nc2nc(C)nn2C1c1ccccc1 (configuration not stated),-1%,-2.6%
CCN1C(=O)/C(=c2/s/c(=C3\SC(C)=C(C)N3CC)c(=O)n2CC)N(c2ccccc2)C1=S,nt,4.9%
O=C(O)CCCCCCCCCCN1C(=O)/C(=C/c2ccc(Br)cc2)SC1=S,8%,5.0%
COCCn1nnnc1CN(Cc1cc2cc(OC)c(OC)cc2[nH]c1=O)C1CCCC1,-3%,4.5%
O=[N+]([O-])c1cccc(N=Cc2nc(-c3ccccc3)oc2O)c1,4%,-0.7%
Cc1ccc(N2C(=O)NC(=O)/C(=C/c3ccc(C)c([N+](=O)[O-])c3)C2=O)cc1,1%,-2.3%
c1coc(CNc2nc(-c3ccncc3)cs2)c1,-5%,1.9%
CCc1noc(C)c1C(=O)N1CCOCC1,-7%,-0.8%
CCCc1cc(=O)oc2cc(OCC(=O)Nc3cc(C)on3)ccc12,5%,1.3%
Cc1ccc(NC(=O)c2c(-c3ccccc3)noc2C)cc1Cl,3%,-0.7%
COc1cc(C2c3c(oc4ccccc4c3=O)C(=O)N2c2ccc(C)cn2)ccc1O (configuration not stated),-12%,-0.2%
COC(=O)c1ccc(NC(=O)C2CCCN2S(=O)(=O)c2ccc(OC)cc2)cc1 (configuration not stated),nt,-1.1%
CCN1CCN(CC(O)COc2ccc(C(C)=O)cc2)CC1 (configuration not stated),-6%,5.6%
O=C(O)c1ccc(/C=C2\SC(=O)N(c3ccc(F)cc3)C2=O)cc1,5%,-3.0%
c1csc(-c2csc3nc(CN4CCOCC4)nc(NCc4ccc5c(c4)OCO5)c23)c1,-3%,1.3%
Cc1cc(OCC(=O)Nc2cccc(I)c2)ccc1Br,2%,-0.4%
Fc1ccc(Br)cc1C1C=C(c2ccc(Br)s2)Nc2ncnn21 (configuration not stated),6%,-4.8%
Cn1nnc2cc(C(=O)NC(C)(C)C)ccc21,-18%,0.7%
CS(=O)(=O)N(CC(=O)NCCNC(=O)CN(c1ccc(Cl)cc1)S(C)(=O)=O)c1ccc(Cl)cc1,1%,-4.9%
COC(=O)c1c(-c2ccccc2Cl)csc1N,-1%,5.6%
Cc1ccc(NC(=O)CS(=O)CC(=O)N(CC(=O)NC2CCCC2)c2cc(C)ccc2C)cc1 (configuration not stated),-3%,-1.0%
COc1ccc(NC(=O)CC2CCC2)c(OC)c1,-1%,2.5%
C/C(=N\NC(=O)C(O)c1ccccc1)c1cccc(NC(=O)c2ccco2)c1 (configuration not stated),0%,3.0%
O=C(Cc1cccs1)NCc1ccccc1,5%,-0.4%
CCC(=O)Nc1ccc2nc(C)n(CC(=O)Nc3ccccc3)c(=O)c2c1,1%,-2.8%
CC(C)NC(=O)c1cnc(Sc2ncc(C(F)(F)F)cc2Cl)n1C,nt,-1.7%
CCN(CC)c1ccc(NC(=O)CSc2nc3ccccc3c(=O)[nH]2)cc1,-1%,-0.6%
O=C1SC(SCc2ccccc2)=N/C1=C\c1ccco1,0%,2.2%
COc1cc2c(C)nc(C)c(C#N)c2cc1OC,-6%,-3.2%

# 22 compounds already listed, sorted by molecular weight, falling.
SMILES,Rat MKP-3 inhibitors,Hsp70 displacement
CS(=O)(=O)N(CC(=O)NCCNC(=O)CN(c1ccc(Cl)cc1)S(C)(=O)=O)c1ccc(Cl)cc1,1%,-4.9%
Fc1ccc(Br)cc1C1C=C(c2ccc(Br)s2)Nc2ncnn21 (configuration not stated),6%,-4.8%
Cc1cc(OCC(=O)Nc2cccc(I)c2)ccc1Br,2%,-0.4%
COC(=O)c1ccc(NC(=O)C2CCCN2S(=O)(=O)c2ccc(OC)cc2)cc1 (configuration not stated),nt,-1.1%
COc1cc(C2c3c(oc4ccccc4c3=O)C(=O)N2c2ccc(C)cn2)ccc1O (configuration not stated),-12%,-0.2%
CCN(CC)c1ccc(NC(=O)CSc2nc3ccccc3c(=O)[nH]2)cc1,-1%,-0.6%
CC(C)NC(=O)c1cnc(Sc2ncc(C(F)(F)F)cc2Cl)n1C,nt,-1.7%
C/C(=N\NC(=O)C(O)c1ccccc1)c1cccc(NC(=O)c2ccco2)c1 (configuration not stated),0%,3.0%
Cc1ccc(N2C(=O)NC(=O)/C(=C/c3ccc(C)c([N+](=O)[O-])c3)C2=O)cc1,1%,-2.3%
CCC(=O)Nc1ccc2nc(C)n(CC(=O)Nc3ccccc3)c(=O)c2c1,1%,-2.8%
O=C(O)c1ccc(/C=C2\SC(=O)N(c3ccc(F)cc3)C2=O)cc1,5%,-3.0%
CCCc1cc(=O)oc2cc(OCC(=O)Nc3cc(C)on3)ccc12,5%,1.3%
Cc1ccc(NC(=O)c2c(-c3ccccc3)noc2C)cc1Cl,3%,-0.7%
CCN1CCN(CC(O)COc2ccc(C(C)=O)cc2)CC1 (configuration not stated),-6%,5.6%
O=C1SC(SCc2ccccc2)=N/C1=C\c1ccco1,0%,2.2%
COC(=O)c1c(-c2ccccc2Cl)csc1N,-1%,5.6%
c1coc(CNc2nc(-c3ccncc3)cs2)c1,-5%,1.9%
COc1ccc(NC(=O)CC2CCC2)c(OC)c1,-1%,2.5%
COc1cc2c(C)nc(C)c(C#N)c2cc1OC,-6%,-3.2%
Cn1nnc2cc(C(=O)NC(C)(C)C)ccc21,-18%,0.7%
O=C(Cc1cccs1)NCc1ccccc1,5%,-0.4%
CCc1noc(C)c1C(=O)N1CCOCC1,-7%,-0.8%

# Further compounds follow:
SMILES,Rat MKP-3 inhibitors,Hsp70 displacement
COc1ccc(C(=O)O/N=C(\N)c2cccc([N+](=O)[O-])c2)cc1OC,0%,2.4%
Cc1ccc2nc(C3CCN(CC(=O)N4CCCCCC4)CC3)[nH]c2c1,-2%,2.8%
CN(c1ccccc1)S(=O)(=O)c1ccc(C(=O)OCC(=O)NCc2ccco2)cc1,-9%,3.0%
CCOc1cc(N2CCOCC2)c(OCC)cc1NC(=O)C(NC(=O)c1ccco1)C(C)C (configuration not stated),-11%,-3.3%
Cc1ccccc1-n1nc(C(=O)O)c(C)c(C#N)c1=O,5%,2.9%
OC1(c2ccccc2F)CCN(Cc2nnc(-c3ccccc3)o2)CC1,-14%,3.8%
CCCn1nc(C(=O)OCC(=O)c2ccc3c(c2)NC(=O)CO3)c2ccccc2c1=O,-1%,-5.5%
CCOc1ccc(NCCC(=O)c2cccs2)cc1,2%,0.5%
Nc1scc(-c2ccncc2)c1Cl,-2%,1.2%
COc1ccc(-n2cnc3cc(NS(=O)(=O)c4ccccc4)ccc32)cc1,nt,-3.6%
CCCN1C(=O)c2ccccc2NC1c1ccc(Cl)cc1Cl (configuration not stated),-4%,2.2%
CCCCOc1ccc(C(=O)N2CCCC2)cc1,nt,0.4%
Brc1c(CSc2nc3ccccc3o2)nc2ncccn12,-12%,10%
O=C(CN1CCOCC1)Nc1ccccc1Cl,nt,3.5%
CC(=O)C1=C(O)C(=O)N(c2ccc(S(N)(=O)=O)cc2)C1c1ccccc1F (configuration not stated),-3%,3.7%
Cc1c(C(=O)Nc2ccncc2)oc2c1C(=O)CC(C)(C)C2,2%,0.0%
CCOC(=O)c1c(C)nc2ccc(OC(F)(F)F)cc2c1-c1ccccc1,3%,-3.5%
Cn1c(=O)c2c([nH]c(=S)n2Cc2ccccc2Cl)n(C)c1=O,1%,0.0%
Cc1ccc(S(=O)(=O)NC2=NCN(Cc3cccnc3)CN2)cc1,-5%,-1.2%
O=C1c2ccccc2C(=O)c2c1c(Cl)c(Cl)c(Cl)c2N1CCCC1,3%,-4.5%
